KB-3-1 tox = KB-3-1 parental cell cytotoxicity; KB-3-1 viability, CellTiter-Glo ATP luminescence, 72 h; Potency, µM (top dose mostly 46.1 µM), inactives show at the top dose activity change, negative = cytotoxic, most hits filed as cytotoxic; hit rate 1.4% among 400,000; note: potency is the fitted concentration of half-maximal effect; % is set by controls: 0 for no effect and ±100 for the full control effect; nearly all actives have a fitted effect of over 60% in size
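KB-3-1 parental drug-naive adenocarcinoma cells in DMEM/10% FBS, incubated 72 h at 37 C with pin-transferred compounds across a concentration series. Viability by CellTiter-Glo luminescence; concentration-response curves fitted after normalization.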
HT1080 IDH1KD tx = HT-1080 IDH1 knockdown cell toxicity (counter line); HT-1080 IDH1 knockdown viability, ATP luminescence, 48 h; hit rate 2% among 360,000; Potency, µM (highest dose often 46.1 µM), without a hit: at the highest dose activity, negative = toxicity, most hits filed as cytotoxic;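 note: potency is the fitted concentration of half-maximal effect; 0% = DMSO wells and -100% = cell-free medium wells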
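After a 2 h attachment period, IDH1KD HT-1080 cells took pin-transferred compound for 48 h at 37 °C; ATP-based luminescence after 10 min room-temperature reagent incubation reported viability.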
MCF10A rerep = inducers of DNA re-replication in MCF 10A breast cells; MCF 10A DNA re-replication, Hoechst nuclear intensity, 48 h; Potency, µM (doses to about 46.1 µM), for inactives: at the highest dose activity, positive = re-replication, most hits filed as activators; hit rate 2.9% among 350,000; AID 624296; note: potency is the fitted concentration of half-maximal effect; % of control where 0% means no effect; nearly all actives have a fitted effect of over 50% in size
HT1080-NT tox = kills 2HG-producing HT-1080-NT fibrosarcoma cells | HT-1080-NT fibrosarcoma viability, CellTiter-Glo ATP luminescence, 48 h | Potency, µM (top dose mostly 46.1 µM), for inactives: top-dose activity, negative = less viability, hits mostly cytotoxic | hit rate 1.6% among 360,000;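 note: NT is the 2HG producing partner of a matched IDH1 knockdown line; potency is the fitted concentration of half-maximal effect; 0% = DMSO-treated cells and -100% = media-only wells without cells; nearly all actives have a fitted effect of over 55% in size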
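750 cells/well, RPMI + 5% FBS; 2 h settle, compound pin-transfer, 48 h at 37 degrees C. CellTiter-Glo 10 min RT, luminescence. Normalized to DMSO and media-only wells.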
S2 tox = reduces viability in counter-screen for ATXN expression inhibitors; S2 cells (HEK-293 line with an ATXN2-luciferase reporter) viability, CellTiter-Fluor protease fluorescence, 24 h; Potency, µM (doses to about 56.7 µM), most hits filed as cytotoxic; hit rate 0.49% among 400,000; note: potency is the fitted concentration of half-maximal effect; nearly all actives have a fitted effect of over 40% in size
ATXN2 expr inh = reduces ATXN2 reporter expression in HEK-293 cells. AID 1745845. Potency, µM (highest dose often 57 µM), for the others: top-dose activity change, negative = inhibition, actives largely listed as inhibitors. HEK-293 ATXN2-luciferase reporter, luminescence, 24 h. hit rate 0.72% among 360,000; note: potency is the fitted concentration of half-maximal effect; % is set by controls: 0 for no effect and ±100 for the full control effect; nearly all actives have a fitted effect of over 55% in size
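ATXN2-luciferase reporter cells (luciferase flanked by upstream and downstream ATXN2 gene portions) were treated 24 h at 37 °C with compounds at up to 57 uM. SteadyGlo luminescence gave expression; GF-AFC fluorescence gave viability.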
SW480 rerep = induces DNA re-replication in SW480 colon adenocarcinoma cells; SW480 DNA re-replication, Hoechst DNA content imaging, 48 h; Potency, µM (series often up to 46.1 µM), for the others: top-dose re-replication activation, usual class: activators; hit rate 1.8% among 340,000; note: potency is the fitted concentration of half-maximal effect; % of control where 0% means no effect; nearly all actives have a fitted effect of over 55% in size
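Image-based DNA-content assay: after two days of treatment, nuclei were labelled with the DNA dye Hoechst and imaged, and hits were compounds raising the count of nuclei showing high fluorescence intensity.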
IL1B secr inh = inflammasome signaling inhibition, IL-1 beta readout; THP-1 LPS/ATP IL-1B secretion, AlphaLISA, 16 h; active compounds read low; activity change, % at 57.5 µM; hit rate 4.7% among 360,000; in the data active = activity change below about -50%; inconclusive = mostly about -30% to -49%; note: % is set by controls: 0 for no effect and ±100 for the full control effect
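THP-1 cells pretreated 1 hr with compounds (up to 57.5 uM final), then stimulated with LPS (250 ng/mL final) plus ATP (1.25 mM final); secreted IL-1B measured by AlphaLISA after 16 hr, decreased signal indicating inhibition.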
KB-V1 cytotox = KB-V1 MDR subline cytotoxicity. KB-V1 MDR cells viability, CellTiter-Glo, 72 h. Potency, µM (doses to about 46.1 µM), for inactives: top-dose activity change, negative = cytotoxicity, usual class: cytotoxic. hit rate 3.4% among 400,000. AID 1347076; note: potency is the fitted concentration of half-maximal effect; % is set by controls: 0 for no effect and ±100 for the full control effect; nearly all actives have a fitted effect of over 60% in size
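Luminescent ATP read-out (CellTiter-Glo, 10 min) measures survival of drug-selected KB-V1 MDR cells after 72 h, 37 degrees C compound exposure. Medium: phenol-red-free DMEM, 10% FBS. Values from fitted concentration-response curves.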
* = called active by the depositor; i = inactive; ? = inconclusive; . = not tested or not shown; [ ] = dose if it differs, or a comment. Unless noted, calls come from the whole dose curve; as a rule, active = well fitted curve in the direction sought with a large enough effect; inconclusive = small, poorly fitted or top-dose-only effect, or another doubt; inactive = no such curve, though single readings can be large; an effect the other way counts as inactive or inconclusive.

SMILES	KB-3-1 tox	HT1080 IDH1KD tx	MCF10A rerep	HT1080-NT tox	S2 tox	ATXN2 expr inh	SW480 rerep	IL1B secr inh	KB-V1 cytotox
O=C(NC(=S)Nc1ccc(N2CCOCC2)cc1)c1cccs1	-2.0%	-1.0%	6.8%	-5.8%	i	.	0.0%	-2.3	2.6%
CCN(CC)C(=O)CSc1nnc(-c2ccco2)n1Cc1ccco1	1.4%	-1.5%	0.2%	11.8%	i	1.6%	-3.7%	-6.3	-6.3%
CCOC(=O)c1ccc(NC(=O)NCc2ccncc2)cc1	-2.9%	-6.3%	-2.5%	-6.3%	i	-2.6%	-0.6%	-3.8	?
C=C(C)CSc1nc2sc3c(c2c(=O)n1-c1ccc(OC)cc1)CCN(C)C3	23.4%	-1.7%	9.1%	2.6%	i	-4.2%	-10.6%	26.2	5.0%
CCC(=O)NCCNC(=O)c1c(SC)nsc1SC	4.9%	12.9%	2.9%	7.0%	i	-3.9%	-7.8%	0.0	10.0%
CC1=CC2=NC(=O)CC(C)(C(=O)N(CC(=O)NC3CCCC3)c3ccccc3C)N2C=C1 (stereo not given)	20.1%	8.3%	0.0%	8.2%	i	0.3%	-9.5%	-5.1	-3.9%
CCOC(=O)C1(Cc2ccc(OC)cc2)CCN(C(=O)Cc2cccnc2)CC1	0.0%	20.2%	4.4%	23.2%	i	23.0%	-3.0%	10.7	?
Cc1ccccc1-c1csc(C(O)c2cccc(Cl)c2)n1 (stereo not given)	?	?	.	?	i	-3.1%	.	-11.7	?
Cc1ccc(C(=O)OCC(=O)N2CCCCCC2)c(O)c1	1.9%	1.7%	0.5%	-1.5%	?	.	-24.8%	5.2	10.5%
Cc1ccc(-c2nnc(Nc3ccccc3)c3ccccc23)cc1S(=O)(=O)NCC1CCCO1 (stereo not given)	?	-20.5%	?	-19.1%	i	23.1%	4.8%	-62.4*	?
CC(NC(=O)c1ccc(F)cc1F)C1CC2CCC1C2 (stereo not given)	0.0%	2.2%	17.0%	-1.8%	i	-10.8%	-0.1%	1.1	-3.2%
CCN(CC)S(=O)(=O)c1ccc(N=N/C(C(C)=O)=C(/C)O)cc1	18.1%	9.0%	?	2.9%	i	9.9%	?	-2.7	-0.4%
O=C(Nc1ccc(S(=O)(=O)Nc2ccccn2)cc1)c1cccc([N+](=O)[O-])c1	1.0%	3.1%	9.9%	3.0%	i	-3.7%	-3.6%	-0.4	?
COc1cc(NC(=O)Cn2c(=O)n(Cc3ccccc3)c(=O)c3oc4ccccc4c32)cc(OC)c1	7.6%	.	.	.	?	3.0%	.	.	10.6%
Cc1ccccc1C(=O)N1CCN(c2ccc(NC(=S)NC(=O)c3cccs3)cc2)CC1	?	-9.7%	27.6%	?	?	.	?	?	-10.9%
CNc1ccccc1C(=O)OCC(C)=O	15.7%	4.6%	13.9%	?	i	11.0%	-12.4%	24.1	?
O=C(NCCCN1CCCC1=O)c1cccc(S(=O)(=O)Nc2ccc(F)cc2)c1	-8.4%	-9.4%	-0.6%	0.9%	i	-2.8%	5.3%	6.2	-25.1%
CN(C)CCNC(=O)CNC(=S)N(Cc1ccccc1)Cc1ccccc1F	1.3%	22.0%	-3.9%	10.1%	i	19.8%	-7.8%	6.6	0.4%
COC(=O)[C@H](C)NC(=O)/C=C/c1ccc(OC)cc1	23.7%	-1.5%	0.8%	2.8%	i	-6.8%	-6.0%	18.1	0.6%
Cc1cc(NC(=O)CCNS(=O)(=O)c2cccc3nsnc23)ccc1Br	4.3%	.	.	.	i	-7.6%	.	.	-18.3%
C=CCNC(=S)NNc1nc2c(c(=O)[nH]1)C1(CCCC1)Cc1ccccc1-2	-6.9%	4.6%	4.0%	1.9%	i	-13.3%	-20.4%	1.7	16.1%
CCOc1cc(/C=N/NC(=O)CN2CCCCC2)ccc1OCc1cccc(Cl)c1	?	-5.1%	29.8%	-15.3%	i	16.8%	0.1%	-28.7	?
CCCc1cc(=O)[nH]c(Nc2ccc(O)cc2C)n1	-0.3%	.	.	.	i	2.8%	.	.	-7.8%
C#Cc1ccc([C@@H]2C=C(C(=O)OCC=C)O[C@H](OCc3ccc(CO)cc3)C2)cc1	4.5%	-1.7%	11.2%	-0.5%	i	-1.2%	0.4%	13.7	7.7%
CC(=O)Nc1ccc2c(c1)C(C)(C)C(C)N2C (stereo not given)	-8.3%	14.3%	-11.9%	9.6%	i	-9.2%	-2.2%	26.7	23.2%
Additional compounds
SMILES	KB-3-1 tox	HT1080 IDH1KD tx	MCF10A rerep	HT1080-NT tox	S2 tox	ATXN2 expr inh	SW480 rerep	IL1B secr inh	KB-V1 cytotox
Cc1ccc(C)c(OCC(=O)Nc2ccc(S(=O)(=O)Nc3ncccn3)cc2)c1	1.6%	-15.0%	0.3%	-5.7%	i	0.0%	-82.1%[inhibitor]	43.3	0.4%
Cc1ccc(NC(=O)CSc2nc(-c3ccc(F)cc3)cc(C(F)(F)F)c2C#N)cc1	-19.5%	.	.	.	i	11.1%	.	.	21.2%
COCCN(C(=S)Nc1ccc(C)cc1)C(C)c1ccco1 (stereo not given)	8.9%	27.5%	-0.1%	23.1%	i	-5.4%	-0.5%	-3.1	8.8%
Cn1c(CNC(=O)CNC(=O)c2ccc(F)cc2)cc(=O)n(C)c1=O	-5.5%	9.9%	-3.3%	-1.3%	i	.	-1.1%	-10.8	-9.9%
O=C(c1ccc(S(=O)(=O)Cc2ccccc2Cl)c([N+](=O)[O-])c1)N1CCN(c2ccccn2)CC1	-0.1%	?	?	?	?	?	?	-103.0*	-16.4%
Cc1ccc(S(=O)(=O)Nc2ccc3c(c2)C(=O)N([C@H](C)CO)C[C@H](C)[C@@H](CN(C)Cc2ccc(-c4ccccc4)cc2)O3)cc1	-0.2%	?	?	?	?	0.0%	3.7%	?	0.1%
O=C(Cc1ccccc1)NNC1CC(=O)N(c2ccc(Cl)cc2)C1=O (stereo not given)	-24.7%	4.9%	0.7%	3.1%	i	20.7%	-0.7%	2.1	6.4%
CCCC1C(c2ccc(OC)cc2)C(C#N)(C#N)C2(C#N)CC1(N)NC2=O (stereo not given)	-3.9%	15.0%	9.4%	15.8%	i	1.1%	0.9%	-0.9	0.0%
CC(Oc1ccc2c(-c3ccccc3)cc(=O)oc2c1)C(=O)NC(Cc1c[nH]c2ccc(O)cc12)C(=O)O (stereo not given)	-2.0%	3.2%	9.4%	0.0%	i	-4.3%	-2.3%	-8.3	5.8%
COc1cccc(C2CC(c3ccc(C)cc3)n3ncnc3N2)c1 (stereo not given)	-4.7%	5.5%	-0.2%	3.1%	i	10.3%	1.8%	7.7	5.8%
CCC(=O)Nc1sc(C(=O)OC)c(C)c1C(=O)OC	3.1%	0.5%	-1.4%	-0.5%	i	-13.7%	-1.0%	24.1	1.2%
CC(=O)c1cccc(NC(=O)N2CCCC2C(=O)Nc2ccc3c(c2)OCO3)c1 (stereo not given)	1.7%	-4.4%	21.3%	-0.4%	i	9.5%	3.2%	1.1	-3.1%
Cc1ccc(C(=O)NCC(=O)Nc2ccccc2C)o1	12.9%	3.9%	.	10.3%	?	.	.	5.4	14.4%
Cc1ccc(OCC(=O)NNC(=O)CSc2ncnc3sc(C)c(C)c23)cc1	4.8%	-1.3%	?	-0.7%	?	-4.9%	-49.0%[inhibitor]	-5.1	?
CC(C)Oc1ccc(S(=O)(=O)N2CCOCC2)cc1NC(=O)c1cccc(S(=O)(=O)N2CCCC2)c1	27.5%	-0.3%	-0.6%	-5.5%	i	-21.3%	0.7%	-9.8	18.4µM*
CN(C)CCNc1c2c(nc3ccccc13)CCC2	13.5%	?	3.6%	-29.5%	i	.	-16.5%	-25.3	-2.5%
Cc1cc(C)n(C(=O)CNC(=O)c2cccs2)n1	3.1%	10.5%	-4.2%	12.1%	i	0.3%	1.0%	-1.4	24.9%
O=C(Nc1cccc(C(F)(F)F)c1)C1CCN(S(=O)(=O)c2cccs2)CC1	0.0%	.	.	.	?	?	.	.	-26.8%
COc1ccc(C2CC(=O)N(C)c3ccccc3S2)cc1OC (stereo not given)	-7.2%	1.1%	?	-11.7%	?	133.1%[activator]	-0.9%	-14.4	?
NC(=O)c1ncn([C@@H]2O[C@H](CNCc3cccc(OC4CCCC4)c3)[C@@H](O)[C@H]2O)n1	5.6%	7.4%	7.4%	9.6%	i	6.0%	?	-0.6	?
CCc1ccc(N(CC(=O)NC(C)(C)C)C(=O)CNC(=O)c2cccs2)cc1	10.0%	13.2%	-0.6%	7.8%	i	-4.4%	-1.4%	-2.6	?
O=C(c1ccco1)N1CCN(S(=O)(=O)c2ccc(Oc3ccccc3)cc2)CC1	-9.6%	-9.0%	16.4%	-8.2%	i	-13.8%	0.7%	-10.3	?
COc1ccc(C(=O)COc2ccc(F)cc2)c(O)c1C	0.8%	14.8%	19.8%	-1.1%	i	1.5%[11.3 µM]	-7.6%	-2.4	-1.1%
COc1ccc(S(=O)(=O)N2CCOCC2)cc1NC(=O)COC(=O)c1[nH]c(C)c(C(C)=O)c1C	-2.5%	-15.3%	11.9%	-1.8%	i	9.3%	6.2%	31.3	-0.3%
O=C(COc1ccc2ccc(=O)oc2c1)NCCCN1CCCC1=O	-2.9%	5.6%	14.3%	-0.5%	i	0.2%	20.0%	5.0	4.6%
O=C(O)CCC(=O)c1cccc2ccccc12	-1.5%	1.8%	21.6%	2.7%	i	1.3%	-8.7%	9.3	-0.1%
CSc1ccc(/C=C(\C(=O)O)c2ccc(S(=O)(=O)N3CCCCC3)s2)cc1	?	1.3%	12.7%	-7.7%	i	.	22.4%	-2.9	-26.8%
Cc1cc(N)cc(C)c1-c1c(Br)cc(N)cc1Br	13µM*	?	?	?	?	-15.1%	?	14.2	16.4µM*
CN(C)c1ccc(C(=O)OCC(=O)NC2CCCCC2)cc1	7.7%	-10.5%	-58.4%[inhibitor]	-1.0%	i	2.9%	1.7%[9.22 µM]	-9.6	-19.6%
CCOC(=O)c1[nH]c(C)c(CCC(=O)Nc2cc(Cl)ccc2C)c1C	-6.5%	.	.	.	i	-0.1%	.	.	15.9%

From PubChem BioAssay
